Screens (PubChem)
S3 lipid droplet = qHTS Assay for Lipid Storage Modulators in Drosophila S3 Cells; Drosophila S3 cells, BODIPY lipid droplet fluorescence, 18-24 h; cells fed with added oleic acid; Potency in µM for hits, for the others lipid storage change, negative = inhibition, % at the top dose, mostly 46.1 µM; 0.64% of 320,000 active; AID 2685; active = well fitted inhibition curve with a large enough effect in the signal ratio, with a control signal flat, not every such curve was filed as active; inconclusive = small, poorly fitted or top-dose-only effect, or effect the other way, or a change in a side signal; the % refers to the signal ratio
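Drosophila S3 cells loaded with oleic acid (400 uM, as added) and compounds at several concentrations; lipid droplets imaged by 488-nm laser-scanning cytometry, 500–530 nm intensity and object ratio to cell channel. Percent activity normalized to 20 uM Triacsin C.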
S3 lipid droplet cell count max = recorded beside S3 lipid droplet, whose call it bears; cell number change, %; measured here: cell count max response;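 cells counted by Cell Tracker Red CMTPX staining in the red channel; peak over a dose series mostly up to 46.1 µM; percent activity relative to internal control wells on each plate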
An asterisk follows results filed as active; [ ] = another dose, or the depositor's remark. % is set by controls: 0 for no effect and ±100 for the full control effect; potency is the fitted concentration of half-maximal effect. Not all compounds are listed; rates above refer to the full screens.

COc1cc(C(=O)N[C@H](C(=O)NC(C)C23CC4CC(CC(C4)C2)C3)C(C)C)cc(OC)c1OC (some centres undefined) was read as S3 lipid droplet -6% and S3 lipid droplet cell count max 0.
For COc1cccc(CNc2ccc(F)c(Cl)c2)c1 the results were S3 lipid droplet inconclusive.
CCOC(=O)c1ccc(CSc2nncn2N)o1 was read as S3 lipid droplet 2% and S3 lipid droplet cell count max 2.
`COc1cc([N+](=O)[O-])ccc1NC(=S)N1CCOCC1` gave S3 lipid droplet inconclusive.
CCOc1ccc(S(=O)(=O)NCCC(=O)NCC(C)(C)N2CCOCC2)cc1 was read as S3 lipid droplet -9% and S3 lipid droplet cell count max -13.
Screening O=C(NC(=S)N1CCN(c2ccccn2)CC1)c1ccco1 returned S3 lipid droplet -2% and S3 lipid droplet cell count max 2.
`O=C(Oc1ccc([N+](=O)[O-])cc1)c1cncc(Br)c1` gave S3 lipid droplet inconclusive.
Screening CC(=O)Nc1ccc(NC(=O)CS(=O)(=O)c2cn(CC(=O)N3CCCC3)c3ccccc23)cc1 returned S3 lipid droplet inconclusive.
Screening O=C(NC1CCCCC1)N1CCC(c2nc3ccc(Cl)cc3[nH]2)CC1 returned S3 lipid droplet -9% and S3 lipid droplet cell count max -19.
For O=C(NCCc1nnc2ccc(SCC(=O)N3CCOCC3)nn12)c1ccccc1 the results were S3 lipid droplet -1% and S3 lipid droplet cell count max -8.
For CCOc1ccc(-c2cc(C(=O)N3CCN(c4ccccn4)CC3)c3ccccc3n2)cc1 the results were S3 lipid droplet inconclusive.
S=C(NCCCN1CCOCC1)Nc1ccc(-c2nc3ccccc3[nH]2)cc1 was read as S3 lipid droplet inconclusive.
For CN(Cc1nc2ccccc2n1C)C(=O)c1ccco1 the results were S3 lipid droplet 13% and S3 lipid droplet cell count max 0.
For O=C(c1ccco1)N1CCc2[nH]nc(-c3ccc(Cl)cc3)c2C1 the results were S3 lipid droplet -4%.
`CSCCC(NC(=O)COc1ccccc1)C(=O)N(C)CC(=O)Nc1ccc(Cl)cc1` (centres undefined) gave S3 lipid droplet inconclusive.
`COc1ccccc1C(=O)N1CCNC(=O)C1CC(=O)Nc1cccc(C)c1` (centres undefined) gave S3 lipid droplet 0% and S3 lipid droplet cell count max 0.
NS(=O)(=O)c1ccc(NC(=S)N2CCN(c3cccc(Cl)c3)CC2)cc1 was read as S3 lipid droplet inconclusive.
For C(=N\N1CCN(Cc2cccc3ccccc23)CC1)/c1cccs1 the results were S3 lipid droplet inconclusive.
`CC(C)Oc1ccc(CCC(=O)NNC(=S)Nc2ccccc2)cc1` gave S3 lipid droplet 0% and S3 lipid droplet cell count max 1.
For COc1ccc(CCN(C)C(=O)CCNS(=O)(=O)c2ccccc2C(F)(F)F)cc1OC the results were S3 lipid droplet -4% and S3 lipid droplet cell count max 0.
For CSCCC(NC(=O)c1ccc([N+](=O)[O-])cc1Cl)C(=O)OCC(=O)C12CC3CC(CC(C3)C1)C2 (centres undefined) the results were S3 lipid droplet inconclusive.
Screening Cc1ccc(/C=C2/Sc3ccccc3N(CC(=O)NCCCOC(C)C)C2=O)cc1 returned S3 lipid droplet inconclusive.
`Cc1cc(NC(=O)CSc2nnc(COc3ccccc3)o2)no1` gave S3 lipid droplet 21% and S3 lipid droplet cell count max 6.
CCCc1c(C(=O)N/N=C/c2cccs2)nnn1-c1nonc1N was read as S3 lipid droplet inconclusive.
`O=C(COc1ccc(Br)cc1)OCc1nnc(-c2ccccc2)o1` gave S3 lipid droplet inconclusive.
CN(C)C(=O)C(OC(=O)c1ccc2ccccc2n1)c1ccccc1 (centres undefined) was read as S3 lipid droplet inactive and S3 lipid droplet cell count max 17.
`Cc1ccc(NC(=O)CSc2nc(N)c(-c3ccccc3)c(=O)[nH]2)cc1Cl` gave S3 lipid droplet 5% and S3 lipid droplet cell count max 11.
For O=C(CCc1ccccc1)NC(=S)Nc1ccc2c(c1)C(=O)OC2 the results were S3 lipid droplet inconclusive.
`COC1=C(N2CCOCC2)C(=O)c2ccccc2C1=O` gave S3 lipid droplet inconclusive.
For CN1C(=O)Cc2cc(S(=O)(=O)N3CCN(c4cccc(C(F)(F)F)c4)CC3)ccc21 the results were S3 lipid droplet inconclusive.
For O=S(=O)(Nc1ccc(N2CCCCC2)cc1)c1ccccc1F the results were S3 lipid droplet -8% and S3 lipid droplet cell count max -16.
For CCCCNC(=O)CSc1nc2ccccc2n1S(=O)(=O)c1ccc(Cl)cc1 the results were S3 lipid droplet 8% and S3 lipid droplet cell count max -3.
Screening N/C(=N\N=C/c1ccc(Br)cc1)N/N=C\c1ccc(Br)cc1 returned S3 lipid droplet inconclusive.
S=C(NCCc1ccccc1)NCc1cccc(Cl)c1 was read as S3 lipid droplet inactive and S3 lipid droplet cell count max -11.
CCOC(=O)c1oc2ccc(Cl)cc2c1NC(C)=O was read as S3 lipid droplet inconclusive.
CCCn1c2ccccc2c2cnn(CC(=O)NC3CCC(C)CC3)c(=O)c21 (centres undefined) was read as S3 lipid droplet inconclusive.
For CN1CCN(c2ccc(NC(=O)c3ccccc3Br)cc2)CC1 the results were S3 lipid droplet inactive and S3 lipid droplet cell count max 11.
CCOc1ccc(S(=O)(=O)N2CCOCC2)cc1NC(=O)CN1C(=O)NC(C)(c2ccc(C)cc2)C1=O (centres undefined) was read as S3 lipid droplet -11%[0.0737 µM] and S3 lipid droplet cell count max 6.
`CCOC(=O)Cc1cc(=O)n2[nH]c(C)c(-c3ccc(Cl)cc3)c2n1` gave S3 lipid droplet inactive and S3 lipid droplet cell count max -28.
CCc1ccc(Oc2nc([N+](=O)[O-])nn2C)cc1 was read as S3 lipid droplet 6% and S3 lipid droplet cell count max 13.
For COc1ccc2nc(NC(=O)C3CC(=O)N(c4ccc5c(c4)OCCO5)C3)sc2c1 (centres undefined) the results were S3 lipid droplet inconclusive.
For O=C(O)CCC(=O)c1cccc2ccccc12 the results were S3 lipid droplet inconclusive.
`Cc1cccc(NC(=O)CSCC(=O)Nc2cccc3ncccc23)c1` gave S3 lipid droplet inconclusive.
`Clc1ccc(-c2csc(-c3ccncc3)n2)cc1` gave S3 lipid droplet 4% and S3 lipid droplet cell count max 7.
Screening Cc1[nH]c2ccccc2c1CC#N returned S3 lipid droplet -15% and S3 lipid droplet cell count max -4.
`Cc1ccc(C(C)C)c(OCCCNCc2cccnc2)c1` gave S3 lipid droplet inconclusive.
Screening Cc1ccc(Cn2c(=O)c3ccccc3n3nc(C)cc23)cc1 returned S3 lipid droplet 9% and S3 lipid droplet cell count max -1.
`Cc1ccc(S(=O)(=O)N2CCCC2C(=O)Oc2ccccc2)cc1` (centres undefined) gave S3 lipid droplet inconclusive.
Screening CCOc1cc(NC(=O)c2ccco2)c(OCC)cc1NC(=O)COc1ccccc1 returned S3 lipid droplet inconclusive.
For c1ccc(Oc2nc(-c3ccccn3)nc3ccccc23)cc1 the results were S3 lipid droplet -10% and S3 lipid droplet cell count max -2.
For CC1(C)Cc2c(sc(NC(=O)c3ccc(C(=O)c4ccccc4)cc3)c2C(N)=O)C(C)(C)N1 the results were S3 lipid droplet inconclusive.
Screening NC(=O)Cn1cnc2nc3n(c2c1=O)CCC3 returned S3 lipid droplet inconclusive.
For Cc1cc(=O)[nH]c(-n2ncc(C#N)c2N)n1 the results were S3 lipid droplet inconclusive.
For CCOc1cc(/C=C2/SC(=S)N(CC3CCCO3)C2=O)ccc1O (centres undefined) the results were S3 lipid droplet inconclusive.
For Cc1cc(S(=O)(=O)N2CCCC2)c(C)s1 the results were S3 lipid droplet -6% and S3 lipid droplet cell count max 4.
`Cc1nc2cc(NC(=O)N3CC4(C)CC3CC(C)(C)C4)ccc2n1C` (centres undefined) gave S3 lipid droplet inactive.
Screening Cc1ccc(N2CCN(S(=O)(=O)c3c(C)nc4scc(C)n4c3=O)CC2)c(C)c1 returned S3 lipid droplet inconclusive.
For Cc1c(NC(=O)N(C)c2ccccc2)c(=O)n(-c2ccccc2)n1C the results were S3 lipid droplet inconclusive.
For CCCCn1c(CNC(C)=O)nc2ccccc21 the results were S3 lipid droplet inconclusive.
`Cc1ccc(-c2cc(N)n(Cc3ccc(Cl)cc3)n2)cc1` gave S3 lipid droplet -21% and S3 lipid droplet cell count max -16.
`N#Cc1c(-c2cccs2)nc(SCC(=O)c2ccc(Br)cc2)[nH]c1=O` gave S3 lipid droplet 1%.
`COc1ccccc1CN1CC(C(=O)NCc2c(F)ccc(C)c2F)CCC1=O` (centres undefined) gave S3 lipid droplet inactive and S3 lipid droplet cell count max 29.
Screening O=C(CC12CC3CC(CC(Br)(C3)C1)C2)NCc1ccccc1 returned S3 lipid droplet -6% and S3 lipid droplet cell count max -9.
Clc1ccc(CO/N=C2\CCCc3nonc32)c(Cl)c1 was read as S3 lipid droplet inconclusive.
Screening Cc1cc(C)c(S(=O)(=O)NCC2CCC(C(=O)NCCCN3CCOCC3)CC2)c(C)c1 (centres undefined) returned S3 lipid droplet 3% and S3 lipid droplet cell count max -24.
CCC(CC)NCC(O)COc1ccc(Br)cc1 (centres undefined) was read as S3 lipid droplet -7% and S3 lipid droplet cell count max -22.
Cc1ccc(-c2nc(CSCC(=O)N3CCCC3)c(C)o2)cc1 was read as S3 lipid droplet 6% and S3 lipid droplet cell count max 8.
`CC(=O)c1cc(F)ccc1OCC(=O)N1CCN(c2ccc(F)cc2)CC1` gave S3 lipid droplet inconclusive.
For CNC(=O)CCn1nc(-c2ccc(Cl)cc2)c2ccccc2c1=O the results were S3 lipid droplet inconclusive.
`O=C(Nc1nnc(Cc2ccccc2)s1)C1CCC1` gave S3 lipid droplet inactive and S3 lipid droplet cell count max -25.
Screening CC1(C)CC(=O)C/C(=N/NC(=O)c2ccc(-c3ccccc3)cc2)C1 returned S3 lipid droplet inconclusive.
O=C(CN1C(=O)NC2(CCCC2)C1=O)Nc1ccc(F)c(Cl)c1 was read as S3 lipid droplet inconclusive.
For Cc1ccc(N(C)S(=O)(=O)c2cc3c(cc2C)NC(=O)CO3)cc1 the results were S3 lipid droplet inconclusive.
COc1cc(CNCCc2ccc(S(N)(=O)=O)cc2)ccc1OCC(=O)NC(C)(C)C was read as S3 lipid droplet 3% and S3 lipid droplet cell count max -3.
For Cc1ccc(-c2nnc(NC(=O)c3ccco3)s2)cc1 the results were S3 lipid droplet inconclusive.

Ordered by formula weight (descending): part of the list above
Screening Cc1cc(C)c(S(=O)(=O)NCC2CCC(C(=O)NCCCN3CCOCC3)CC2)c(C)c1 (centres undefined) returned S3 lipid droplet 3% and S3 lipid droplet cell count max -24.
COc1cc(CNCCc2ccc(S(N)(=O)=O)cc2)ccc1OCC(=O)NC(C)(C)C was read as S3 lipid droplet 3% and S3 lipid droplet cell count max -3.
`N#Cc1c(-c2cccs2)nc(SCC(=O)c2ccc(Br)cc2)[nH]c1=O` gave S3 lipid droplet 1%.
`COc1ccccc1CN1CC(C(=O)NCc2c(F)ccc(C)c2F)CCC1=O` (centres undefined) gave S3 lipid droplet inactive and S3 lipid droplet cell count max 29.
`CC(=O)c1cc(F)ccc1OCC(=O)N1CCN(c2ccc(F)cc2)CC1` gave S3 lipid droplet inconclusive.
For Cc1ccc(N(C)S(=O)(=O)c2cc3c(cc2C)NC(=O)CO3)cc1 the results were S3 lipid droplet inconclusive.
For CNC(=O)CCn1nc(-c2ccc(Cl)cc2)c2ccccc2c1=O the results were S3 lipid droplet inconclusive.
O=C(CN1C(=O)NC2(CCCC2)C1=O)Nc1ccc(F)c(Cl)c1 was read as S3 lipid droplet inconclusive.
Clc1ccc(CO/N=C2\CCCc3nonc32)c(Cl)c1 was read as S3 lipid droplet inconclusive.
For Cc1ccc(-c2nnc(NC(=O)c3ccco3)s2)cc1 the results were S3 lipid droplet inconclusive.
`O=C(Nc1nnc(Cc2ccccc2)s1)C1CCC1` gave S3 lipid droplet inactive and S3 lipid droplet cell count max -25.

The list goes on:
Screening O=C(COc1ccc(S(=O)(=O)Nc2ccccc2)cc1)NCc1ccncc1 returned S3 lipid droplet 17% and S3 lipid droplet cell count max 18.
`Cc1nn(-c2cccc(Cl)c2)nc1C(=O)Nc1cccc(C(=O)NC2CC2)c1` gave S3 lipid droplet 8% and S3 lipid droplet cell count max -18.
`COc1ccc(C2=CSC3=NCCN23)cc1F` gave S3 lipid droplet inconclusive.
Screening Cc1csc(=O)n1CC(=O)Nc1ccc(Cl)cc1F returned S3 lipid droplet 6% and S3 lipid droplet cell count max 1.
For O=C(COC(=O)c1ccncc1)Nc1cccc(Cl)c1 the results were S3 lipid droplet 14% and S3 lipid droplet cell count max 9.
Screening Cn1c(SCc2ccccc2Cl)nnc1-c1cnccn1 returned S3 lipid droplet inactive and S3 lipid droplet cell count max 16.
Cc1cccc(NC(=S)Nc2cccc(C)n2)n1 was read as S3 lipid droplet 5% and S3 lipid droplet cell count max 2.
For CN1C=CC=C/C1=C1\SC(=S)N(c2ccccc2)C1=O the results were S3 lipid droplet -11% and S3 lipid droplet cell count max 6.
`O=C(Nc1c2c(nn1-c1ccccc1)CS(=O)C2)c1ccc2c(c1)OCO2` (centres undefined) gave S3 lipid droplet -19% and S3 lipid droplet cell count max 12.
Screening CC1CCC(NC(=O)C2c3ccccc3C(=O)N2Cc2ccc3c(c2)OCO3)CC1 (centres undefined) returned S3 lipid droplet 5%.
Screening O=[N+]([O-])c1ccccc1NCc1ccc(Cl)cc1 returned S3 lipid droplet 13% and S3 lipid droplet cell count max -7.
Screening CCn1c(=O)c(C(=O)Nc2ccc(C)cc2C)c(O)c2ccccc21 returned S3 lipid droplet 18% and S3 lipid droplet cell count max 23.
`Cc1cc(C)nc(N(C#N)S(=O)(=O)c2ccccc2)n1` gave S3 lipid droplet inconclusive.
Screening N#Cc1c(NC(=O)C2CCCO2)sc2c1CCCCC2 (centres undefined) returned S3 lipid droplet inconclusive.
